High-throughput results (PubChem BioAssay)
Tb hexokinase: Trypanosoma brucei hexokinase 1 inhibitors, primary screen, biochemical, G6PDH-coupled NADH absorbance, MLSCN library; hexokinase 1 [Trypanosoma brucei]; inhibition, % at 10 µM; 220,000 tested, 0.11% active; recombinant TbHK1, G6PDH-coupled NADH A340;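 active means inhibition of 50% or more in the single-dose primary screen; inactive means inhibition below 50%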
TRPML3 agonist: human TRPML3 channel agonists, primary screen, cell-based, HEK293 TRPML3-YFP, Fluo-8 calcium fluorescence, 3 µM; AID 1448, 2008; 220,000 tested, 0.29% active; activation, % at 3 µM; Mucolipin-3 (Homo sapiens), Q8TDD5; 100% = the carbachol control signal;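 active means activation above its plate's cutoff, the mean activation of the plate's test wells plus 3 SD, cut at about 12% in these data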;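 further: 0% = DMSO only wells and 100% = carbachol wells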
Target sequence (Q8TDD5 whole entry, looked up): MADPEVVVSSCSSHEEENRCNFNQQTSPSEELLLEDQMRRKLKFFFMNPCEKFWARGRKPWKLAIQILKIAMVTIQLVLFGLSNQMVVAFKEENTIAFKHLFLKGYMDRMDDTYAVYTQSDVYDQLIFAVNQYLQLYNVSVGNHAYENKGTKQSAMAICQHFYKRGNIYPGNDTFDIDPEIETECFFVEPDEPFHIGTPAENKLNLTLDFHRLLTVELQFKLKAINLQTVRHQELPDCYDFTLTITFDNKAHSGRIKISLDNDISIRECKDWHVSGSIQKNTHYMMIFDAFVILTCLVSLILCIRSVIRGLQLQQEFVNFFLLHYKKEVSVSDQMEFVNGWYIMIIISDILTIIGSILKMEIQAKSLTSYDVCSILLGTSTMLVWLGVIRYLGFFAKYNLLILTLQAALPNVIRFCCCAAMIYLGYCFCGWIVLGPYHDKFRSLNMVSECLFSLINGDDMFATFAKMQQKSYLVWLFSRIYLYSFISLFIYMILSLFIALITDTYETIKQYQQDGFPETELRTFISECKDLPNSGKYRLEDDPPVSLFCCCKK
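Test system: TRPML3-YFP stable HEK293 cells. Doses: single point at 3 µM. Incubation: dye loading 1 h 37 °C then 30 min ambient, 125 s read. Signal: Fluo-8 calcium dye fluorescence, ex 470-495, em 515-575 nm. Measure: percent activation from peak-to-basal fluorescence ratio, scaled between DMSO and carbachol.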
Calpain2 inh: inhibitors of pig calpain II, primary screen, biochemical, fluorogenic peptide substrate, 1536-well | purified calpain II, 30 min | inhibition, % at 16 µM | 220,000 tested, 0.37% active;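 active means inhibition above about 50%, limit read from the data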
EBV gp42 inh: Epstein-Barr virus gp42 inhibitors, primary screen, biochemical, uHTS, fluorescence polarization; AID 1085, 2008; Glycoprotein 42 (Epstein-Barr virus (strain AG876)), Q1HVG2; 220,000 tested, 0.42% active; Fluorescence polarization binding assay, mP read-out; inhibition, % (tested at 21.74 µM); in the data active means inhibition above about 50%
Target sequence (Q1HVG2 whole entry, looked up): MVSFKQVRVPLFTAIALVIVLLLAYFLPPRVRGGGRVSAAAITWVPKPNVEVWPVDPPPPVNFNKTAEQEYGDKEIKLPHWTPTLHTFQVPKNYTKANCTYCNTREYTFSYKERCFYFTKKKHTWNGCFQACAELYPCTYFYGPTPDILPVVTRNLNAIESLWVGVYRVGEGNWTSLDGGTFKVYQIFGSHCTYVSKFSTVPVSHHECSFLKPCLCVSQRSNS
Furin inhibitor: human furin inhibitors, primary screen, biochemical, fluorescence intensity. P09958. purified furin, fluorogenic substrate cleavage. inhibition, % at 30 µM. 220,000 tested, 0.061% active; in the data active means inhibition above about 25%; further: inactives centre near -15
Cl transport mod: KCC2 cotransporter modulators, thallium flux, primary screen, cell-based, HEK293 KCC2, FluoZin-2 fluorescence, MLSMR. KCC2 cells, thallium flux FluoZin-2 fluorescence. Solute carrier family 12 member 5 (Homo sapiens), Q9H2X9. B-score of Tl+ flux slope (higher = more flux/activation; lower = inhibition) at 10 µM. 190,000 tested, 2.2% active;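 active means thallium flux slope and its plate-corrected score both differing from the plate sample mean at a set confidence after two filtering rounds, in either direction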;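 further: slope of fluorescence scaled to starting intensity during 10 to 20 s after thallium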
thrombin 1536: human alpha-thrombin inhibitors, primary screen, counter-screen for coagulation protease inhibitor project, biochemical, 1536-well, fluorogenic AMC substrate; Boc-VPR-AMC fluorogenic substrate cleavage; inhibition, % at 5 µM; 220,000 tested, 0.26% active; AID 1046, 2008;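 active means inhibition at or above 40%; inactive means inhibition below 40%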;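 further: 0% = enzyme with no compound and 100% = wells without enzyme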
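Test system: human alpha-thrombin; medium: pH 7.5 Tris-saline with Tween 20; times: reaction at room temperature; signal: AMC fluorescence at 355 nm excitation and 460 nm emission; also added: Boc-VPR-AMC substrate, 15 µM final; dosing: one concentration per compound, 5 µM, with 0.2% DMSO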
TRPN1 ag: zebrafish TRPN1 channel agonists, primary screen, cell-based, HEK293, calcium fluorescence. transient receptor potential cation channel N1 (TRPN1/NompC), Danio rerio. HEK293 zebrafish TRPN1-YFP, Fluo-8 calcium fluorescence; 100% = response to 87 µM carbachol. activation, % at 3 µM. 220,000 tested, 0.18% active. AID 1424, 2008;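 active means activation above its plate's cutoff, the mean activation of test wells on that plate plus 3 SD, cut at about 19% in these data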;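 further: 0% = DMSO alone and 100% = 87 µM carbachol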
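Material – zebrafish TRPN1-YFP in HEK293 cells · Doses – 3 µM single point · Schedule – dye 1 h 37 °C plus 30 min RT · Signal – Fluo-8 calcium fluorescence, excitation 470-495 nm, emission 515-575 nm · Read-out – % activation versus carbachol response · Control set – carbachol high, DMSO low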
PPC-1+TRAIL kill: compounds killing PPC-1 cancer cells with TRAIL present, primary screen, TRAIL potentiator project, ATPLite luminescence, uHTS | PPC-1 cells + TRAIL, ATPLite viability luminescence | cell killing (% activity), % at 4 µM | 220,000 tested, 0.41% active | AID 1443, 2008;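 active means cell killing above 50% in the first pass at 4 µM, then a duplicate retest at 5 µM averaging 50% or more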;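 further: plate controls were cells with TRAIL plus DMSO for no effect and medium-only wells lacking cells for full effect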
Active calls of the source: *; / = not tested or not shown; [ ] = dose if it differs, or a comment.

Below each compound – Cl transport mod	Furin inhibitor	TRPML3 agonist	Tb hexokinase	TRPN1 ag	Calpain2 inh	EBV gp42 inh	thrombin 1536	PPC-1+TRAIL kill
- COc1ccc(CC(=O)Nc2cc(Cl)ccc2C(=O)O)cc1
  -1.1	-25	-0.5	-5	2.1	-21	1	17	-11
- Clc1ccc2nc(C3CCN(Cc4ccccc4)CC3)[nH]c2c1
  -0.42	-27	0.2	6	0.6	-13	-4	-4	-12
- CCN1CCN(c2nc(C)c3c(n2)CCCC3=O)CC1
  -0.11	-7[20 µM]	0.5	2	0.6	-18	4	-1	17
- COCCNC(=S)N1CCC(c2nc(-c3ccc(F)cc3)no2)CC1
  -0.77	-34	3.7	3	6.6	-21	-6	-7	/
- O=C(NC(NCc1ccccc1)C(Cl)(Cl)Cl)c1cccnc1 (stereo not drawn)
  0.0047	-12[20 µM]	0.1	-6	-0.2	-24	3	0	-6
- CCc1nnc(NC(=O)CSc2nc3cc(OC)c(OC)cc3cc2C)s1
  -0.72	-16	0.2	-23	-0.3	-165	-2	1	-5
- COc1ccccc1N1CCN(C(=O)CSc2ccccc2)CC1
  -0.96	1[20 µM]	-0.8	0	0.5	-59	1	0	-4
- NC(=NCCc1c[nH]c2ccccc12)NS(=O)(=O)c1cc(F)ccc1F
  -0.00068	-20	-0.3	0	-1.8	2	4	-8	23
- Cc1cccc2cc(CN(CC3CCCO3)C(=O)c3ccncc3)c(=O)[nH]c12 (stereo not drawn)
  0.18	-20	1.1	-37	2.5	-69	-7	-4	14
- CCCCCCC1CC(C)(C(=O)CNc2nncs2)OC1=O (stereo not drawn)
  -0.15	-17	0.2	11	-1.1	-4	-14	-3	12
- CCOc1cccc(NC(=O)c2ccc(S(=O)(=O)N3CCCC3)cc2)c1
  0.12	-21	/	-13	/	-6	-9	-7	11
- CC(=O)c1ccc(S(=O)(=O)N2CCN(C(=O)/C=C/c3ccc4ccccc4n3)CC2)cc1
  0.14	-9	0.3	-6	0.5	-35	6	-3	14
- C=CC(=O)NCc1ccc(-c2csnn2)cc1
  0.22	-17	0.7	-6	0.1	-24	-2	2	18
- O=C(c1ccccc1)N1CCCCC(S(=O)(=O)c2ccccc2)C1=O (stereo not drawn)
  /	-28	0.0	-3	-0.3	2	0	-2	8
- CN(C)c1cccc2c1c(NC(=O)Nc1ccc(Cl)cc1Cl)nn2C
  1.4	-10	-0.5	-23	1.4	-11	-8	2	5
- COc1ccc([C@H]2C(C#N)=C([S-])N[C@](C)(O)[C@@H]2[n+]2ccccc2)cc1
  -0.4	-17	0.8	-16	-1.1	-34	3	-6	-14
- Fc1ccc(CNC(=S)Nc2ccc(Cl)cc2Cl)cc1
  1.9	-8	0.8	-8	0.1	2	-5	0	9
- COC(=O)C(C)Sc1nnc(Cc2cc(=O)[nH]c(=O)[nH]2)n1-c1cc(C)ccc1C (stereo not drawn)
  -0.2	-13	0.9	-4	1.2	7	10	19	1
- CC(=O)N1C(=O)/C(=C2\SC(=S)N(NC(=O)c3ccc(O)cc3)C2=O)c2ccccc21
  -0.23	-20	0.6	5	-0.6	-17	-12	-10	10
- Cn1ncc(Br)c1C(=O)OCC(=O)Nc1nc(-c2ccccc2)cs1
  /	0[20 µM]	1.8	-7	-1.5	-1	-3	2	26
- Cc1ccnc(NC(=O)c2cc([N+](=O)[O-])cc([N+](=O)[O-])c2)c1
  2	-10	0.2	9	1.8	0	9	1	17
- N#Cc1c(NC(=O)C2CC=CCC2C(=O)O)sc2c1CCCCCC2 (stereo not drawn)
  0.0085	-22	1.3	4	0.0	-6	-9	1	8
- FC(F)(F)c1ccccc1NC(=S)NN=C1CCCCCC1
  /	-25	0.0	6	0.4	23	-24	-5	-3
- Cc1ccc(NC(=O)c2ccc(OC(=S)N3CCOCC3)cc2)cc1
  0.44	-8[20 µM]	1.4	2	0.2	-16	-14	0	25
- Cc1ccc(CC2S/C(=N/N=C/c3ccco3)NC2=O)cc1 (stereo not drawn)
  1	-16	0.7	-16	-0.1	-5	-6	-9	33
- O=C(/C=C/c1ccco1)c1ccc(NC(=O)C23CC4CC(CC(C4)C2)C3)cc1
  0.0065	-15	0.5	-4	0.4	-76	-37	-5	11
- CC(C)NC(=O)CC(=O)N/N=C/c1cccs1
  -0.64	-24	-0.5	-6	0.5	-28	-26	0	20
- COc1cccc(-c2cc(C(=O)Nc3c(C)n(C)n(-c4ccccc4)c3=O)no2)c1
  /	-25[20 µM]	0.4	-7	-1.0	-1	-18	7	7
- CC(=O)N1CC2(C)CN(C(C)=O)CC(C)(C1)C2
  0.84	-5[20 µM]	0.4	-2	-0.2	3	-7	0	0
- CC(C)(C)C(=O)CCN1C(=O)C2(OCCO2)c2ccccc21
  -0.69	-12[20 µM]	-0.5	-1	2.9	-27	-1	-7	19
- CN1C(=O)CS/C1=N\NC(=O)COc1cccc2cccnc12
  0.6	-27	0.6	-6	0.3	-17	-89	-1	/
- O=C(COc1ccc(S(=O)(=O)N2CCOCC2)cc1)N1CCc2ccccc2C1
  -0.2	-15	0.6	-2	2.3	19	-17	-1	21
- COc1cc(/C=N/NC(=O)c2cccc([N+](=O)[O-])c2)ccc1OCc1ccc(C)cc1
  /	-7[20 µM]	0.9	-1	-0.2	11	-3	0	5
- COCCNS(=O)(=O)c1ccc(SC)cc1
  0.29	-6[20 µM]	-0.3	4	-1.2	2	-16	3	-2
- Cc1ccc(/C=N/NC(=O)CNC(=O)c2ccc(S(=O)(=O)N(C)C)cc2)cc1
  -0.99	-14	1.0	9	0.1	-19	-11	-6	27
- O=C(NCC1CCCO1)C1C2C=CC3(CN(Cc4cccs4)C(=O)C13)O2 (stereo not drawn)
  -0.26	0	0.5	9	-0.3	-12	-39	4	-1
- CCCOC(=S)N/C(=N\S(=O)(=O)c1ccccc1)c1ccccc1
  /	-24[20 µM]	0.2	4	1.4	-13	-4	5	20
- COC(=O)C(/C=N/O)NC(=O)c1ccccc1 (stereo not drawn)
  0.23	-19	0.8	-1	-1.5	11	-8	-8	3
- CC(C)=CC(=O)Nc1nnc(-c2ccccc2C)s1
  0.42	7	0.4	8	1.3	9	-3	6	15
- CC(=O)c1ccc(C(=O)Nc2nnc(-c3ccc(Cl)cc3)o2)cc1
  22*	-30	/	-20	/	-43	-4	-6	30
- c1ccc(-c2csc(Nc3ncccn3)n2)cc1
  0.1	-24	0.3	0	-0.3	9	-25	-3	29
- O=c1[nH]c(NCc2ccccc2)nc2c1CCCC2
  -0.23	-19[20 µM]	-0.4	7	-0.4	6	-12	3	-1
- COc1cc(C(=O)N/N=C/C2CC=CCC2)cc(OC)c1OC (stereo not drawn)
  0.55	-15	0.7	-6	0.0	-12	10	-8	16
- CCCC(=O)Nc1nc(-c2ccccc2)ns1
  -0.34	-27	2.5	7	2.0	-2	-15	-1	31
- COc1ccc(-c2csc3ncn(CC(=O)N4CCOCC4)c(=O)c23)cc1
  /	-22	0.5	-2	1.1	-38	-14	-17	17

3 structures already listed, arranged by formula weight, descending.
Below each compound – Cl transport mod	Furin inhibitor	TRPML3 agonist	Tb hexokinase	TRPN1 ag	Calpain2 inh	EBV gp42 inh	thrombin 1536	PPC-1+TRAIL kill
- COC(=O)C(C)Sc1nnc(Cc2cc(=O)[nH]c(=O)[nH]2)n1-c1cc(C)ccc1C (stereo not drawn)
  -0.2	-13	0.9	-4	1.2	7	10	19	1
- COc1cccc(-c2cc(C(=O)Nc3c(C)n(C)n(-c4ccccc4)c3=O)no2)c1
  /	-25[20 µM]	0.4	-7	-1.0	-1	-18	7	7
- COc1ccccc1N1CCN(C(=O)CSc2ccccc2)CC1
  -0.96	1[20 µM]	-0.8	0	0.5	-59	1	0	-4

5 compounds from above, limited to Furin inhibitor, PPC-1+TRAIL kill and EBV gp42 inh:
smiles | Furin inhibitor | PPC-1+TRAIL kill | EBV gp42 inh
O=C(COc1ccc(S(=O)(=O)N2CCOCC2)cc1)N1CCc2ccccc2C1 | -15 | 21 | -17
O=C(NCC1CCCO1)C1C2C=CC3(CN(Cc4cccs4)C(=O)C13)O2 (stereo not drawn) | 0 | -1 | -39
COc1cc(C(=O)N/N=C/C2CC=CCC2)cc(OC)c1OC (stereo not drawn) | -15 | 16 | 10
CC(=O)c1ccc(C(=O)Nc2nnc(-c3ccc(Cl)cc3)o2)cc1 | -30 | 30 | -4
Cc1ccc(/C=N/NC(=O)CNC(=O)c2ccc(S(=O)(=O)N(C)C)cc2)cc1 | -14 | 27 | -11

Random excerpt: two records from the list.
Below each compound – Cl transport mod	Furin inhibitor	TRPML3 agonist	Tb hexokinase	TRPN1 ag	Calpain2 inh	EBV gp42 inh	thrombin 1536	PPC-1+TRAIL kill
- CC(C)NC(=O)CC(=O)N/N=C/c1cccs1
  -0.64	-24	-0.5	-6	0.5	-28	-26	0	20
- O=C(NC(NCc1ccccc1)C(Cl)(Cl)Cl)c1cccnc1 (stereo not drawn)
  0.0047	-12[20 µM]	0.1	-6	-0.2	-24	3	0	-6

Outcome played no part in choosing rows; 3.6% or so of the library scored in one or more.
